Screening results deposited in PubChem by several laboratories.
LAP4 TOR yeast: yeast TOR pathway LAP4-GFP modulation. S. cerevisiae LAP4-GFP multiplex, flow cytometry GFP, 3 h; median GFP as percent of DMSO wells. GFP response vs DMSO, % at 10 µM. hit rate 0.34% among 320,000;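 active means GFP response vs DMSO above a set limit, about the screen mean plus 3 SD, cut at about 150% in these data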
AHR activator: activates the human aryl hydrocarbon receptor; P35869; AID 2796; activation, % at 5 µM; hit rate 2.5% among 320,000; AHR-responsive luciferase reporter cells, luminescence; in the data active means activation above about 47%;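 further: 0% = vehicle wells and 100% = reference agonist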
proCasp3 act: procaspase-3 (human) activation | activation, % at 8.5 µM | hit rate 0.11% among 330,000 | recombinant procaspase-3 D3A, Ac-DEVD-pNA absorbance 405 nm | AID 463141;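 active means activation above the mean of all tested compounds plus 3 SD, cut at about 21% in these data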;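 further: 0% = DMSO alone and 100% = DMSO wells spiked with extra 5 µM PC-3 D3A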
Target sequence (P42574 whole entry D9A/D28A/D175A): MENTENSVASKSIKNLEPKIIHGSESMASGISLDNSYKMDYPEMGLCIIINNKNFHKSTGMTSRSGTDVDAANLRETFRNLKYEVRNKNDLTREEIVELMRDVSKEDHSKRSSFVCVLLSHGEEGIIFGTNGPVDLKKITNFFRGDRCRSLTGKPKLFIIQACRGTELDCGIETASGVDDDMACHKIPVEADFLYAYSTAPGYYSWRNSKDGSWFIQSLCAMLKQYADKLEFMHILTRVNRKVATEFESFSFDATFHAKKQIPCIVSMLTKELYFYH
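Test system: Procaspase-3 D3A mutant; medium: Zinc-free HEPES/NaCl buffer with 0.01% Triton X-100 at pH 7.4; reagent: DEVD-pNA substrate; doses: one concentration, 8.5 µM nominal, 0.8% DMSO; times: 1 h preincubation plus 2 h reaction at 25 °C; signal: Epi-absorbance at 405 nm of released p-nitroaniline, 0 and 120 min; replicates: singlicate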
MEP2-GFP yeast: modulators of TOR pathway MEP2-GFP in S. cerevisiae; hit rate 0.51% among 330,000; GFP response vs DMSO, % at 10 µM; S. cerevisiae MEP2-GFP strain, flow cytometry GFP, 3 h; 100% = DMSO control level;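 active means GFP response versus DMSO above a set limit, roughly screen mean plus 3 SD, cut at about 180% in these data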;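 further: median GFP fluorescence of the barcode-gated MEP2-GFP cells per well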
RPL19A-GFP yeast: yeast TOR pathway RPL19A-GFP modulation. hit rate 0.3% among 330,000. S. cerevisiae RPL19A-GFP strain, flow cytometry, 3 h; stronger effect = lower value. percent response vs DMSO, % at 10 µM;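 active means percent response vs DMSO below 50%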;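 further: median channel GFP fluorescence of the barcoded RPL19A-GFP strain; ratio of sample median GFP to plate DMSO average so 100% = DMSO; lower means less RPL19A-GFP as with rapamycin TOR inhibition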
proCasp7 act: counter-screen for procaspase-3 activators: activators of human procaspase-7. P55210. AID 463210. activation, % at 8.5 µM. recombinant procaspase-7, Ac-DEVD-pNA absorbance 405 nm; D23A/D198A/D206A triple mutant, cannot self-cleave; scale: DMSO 0, 5 µM enzyme 100. hit rate 0.093% among 330,000;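 active means percent activation above the screen-wide mean plus 3 SD, cut at about 25% in these data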
Target sequence (P55210 whole entry D23A/D198A/D206A): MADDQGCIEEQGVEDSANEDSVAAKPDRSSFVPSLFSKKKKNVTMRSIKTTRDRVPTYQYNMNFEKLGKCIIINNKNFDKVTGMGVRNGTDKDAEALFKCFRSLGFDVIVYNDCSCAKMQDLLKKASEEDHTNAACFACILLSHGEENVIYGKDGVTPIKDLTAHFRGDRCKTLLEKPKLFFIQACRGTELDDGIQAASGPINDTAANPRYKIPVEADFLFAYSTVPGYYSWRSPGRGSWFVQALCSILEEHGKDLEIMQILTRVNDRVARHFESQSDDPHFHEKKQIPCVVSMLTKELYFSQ
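Assay system – Uncleavable procaspase-7 mutant enzyme · Quantity – 2 µM procaspase-7 mutant as dispensed · Times – 1 h preincubation, 2 h reaction · Dosing – single nominal 8.5 µM compound dose, 0.8% DMSO final · Buffer or medium – Zinc-free 50 mM HEPES buffer, pH 7.4, with NaCl and Triton X-100 · Detection – Epi-absorbance of released pNA at 405 nm, two timepoints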
AGP1 TOR yeast: modulators of TOR pathway AGP1-GFP in S. cerevisiae. S. cerevisiae AGP1-GFP multiplex flow cytometry, 3 h; GFP as percent of DMSO wells. GFP response vs DMSO, % at 10 µM. hit rate 0.02% among 320,000;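 active means GFP response relative to DMSO above a set limit, near screen average plus 3 SD, cut at about 150% in these data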;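 further: median GFP channel fluorescence of the gated AGP1 strain per well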
CIT2-GFP yeast: modulators of TOR pathway CIT2-GFP in S. cerevisiae; S. cerevisiae CIT2-GFP strain, flow cytometry, 3 h; 100 means same as DMSO wells; GFP response vs DMSO, % at 10 µM; hit rate 0.065% among 320,000;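 active means GFP response relative to DMSO above a set limit, near the screen mean plus 3 SD, cut at about 150% in these data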;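 further: ratio of well median GFP fluorescence to mean of DMSO wells on the plate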
* marks the source's active call; other numbers are inactive results.

SMILES	LAP4 TOR yeast	AHR activator	proCasp3 act	MEP2-GFP yeast	RPL19A-GFP yeast	proCasp7 act	AGP1 TOR yeast	CIT2-GFP yeast
COc1ccccc1OCc1cc(C(=O)N2CCCC(OCc3cccnc3)C2)no1 (stereo unspecified)	99	33	-10	100	98	2	94	98
CSc1nnc(C(C)c2ncc(C(F)(F)F)cc2Cl)n1C (stereo unspecified)	98	1	1	96	94	-10	103	100
Nc1cc(Nc2ccc(Br)cc2)nc(N)n1	103	62*	-3	94	100	-3	105	103
C=CCNS(=O)(=O)c1sccc1/C=N/O	88	0	9	87	93	-1	87	88
Cc1cccc(C)c1NC(=O)CSc1nnc(Cc2ccccc2)o1	94	1	-3	91	97	-6	91	89
Cc1cccc(C)c1NC(=O)CN(C)CC(=O)c1c(N)n(Cc2ccccc2)c(=O)n(C)c1=O	79	1	-3	93	95	-13	92	96
COC(=O)c1c(C(=O)OC)c(-c2cccc(Cl)c2)n2c1CS(=O)C2 (stereo unspecified)	96	1	-5	94	98	-6	102	100
CCn1c(=O)cc(SCC(=O)Nc2ccc3c(c2)OCCO3)c2ccccc21	97	-3	5	112	98	-4	100	103
Cn1c(=O)n(CCOc2ccccc2Cl)c2ccccc21	103	59*	-4	103	98	10	101	100
CCN(C1CCCCC1)S(=O)(=O)CCNC(=O)c1ccc2c(c1)OCO2	110	15	0	89	91	3	109	91
CCOC(=O)c1c(C)[nH]c(C)c1C(=O)COC(=O)/C=C/c1cccc(Cl)c1	99	5	9	107	103	8	103	104
COc1ccc(Br)cc1CN1CCSCC1	91	-2	1	111	98	-5	93	94
CC(C)NC(=O)c1cc2cc(Br)ccc2oc1=O	108	7	-3	107	98	1	102	96
COC(=O)COc1ccc(S(=O)(=O)N2CCOCC2)cc1C	98	2	1	106	99	3	103	96
Cc1c(Cl)c([N+](=O)[O-])nn1CCCC(=O)NC(C)c1ccccc1 (stereo unspecified)	95	0	-6	100	99	2	102	105
CC(=O)Nc1ccc(NC(=O)c2cc[n+]([O-])cc2)cc1	86	2	-5	104	101	-2	96	93
COc1ccc(S(=O)(=O)N2CCN(C)CC2)cc1NC(=O)c1ccccc1F	105	2	3	107	100	5	107	106
Cc1ccc(NC(=O)CSc2nnc(-c3ccco3)c(-c3ccco3)n2)cc1	93	14	-9	97	95	-22	96	93
CN(C)C(=O)CN1CCN(C(=O)CCl)CC1	93	1	1	103	101	2	93	90
CCn1nc(C)c(NC(=O)c2ccc(Cl)cc2)c1C	90	0	4	97	100	-5	101	94
O=C(C[C@@H]1C/C=C\C[C@@H](Cc2ccc(F)cc2)C(=O)OC[C@H]2CCCN2C1=O)NCCO	105	0	3	99	96	14	99	96
CC(=O)NC1=NC(=O)/C(=C/N2CCOCC2)S1	93	1	-9	102	97	-8	94	93
CC(C)c1cc(C(N)=O)c(NC(=O)c2cccc(COc3ccc(Br)cc3)c2)s1	111	10	12	110	106	3	98	107
CC1CN(C(=O)CCC(=O)NCc2ccccc2Cl)c2ccccc2S1 (stereo unspecified)	102	0	-12	101	105	3	108	102
Nc1cc(-c2ccccc2)nn1Cc1ccccc1	108	4	0	96	94	-5	105	95
(continued)
SMILES	LAP4 TOR yeast	AHR activator	proCasp3 act	MEP2-GFP yeast	RPL19A-GFP yeast	proCasp7 act	AGP1 TOR yeast	CIT2-GFP yeast
CC(Oc1ccc(F)cc1)C(=O)/C=C\N(C)C (stereo unspecified)	100	-2	7	101	99	6	97	96
O=S(=O)(CCc1nc2ccccc2[nH]1)c1ccc(Br)cc1	104	-1	4	105	100	-6	99	107
CC(=O)c1ccc(N2CCN(C(=O)CCC(=O)c3cccs3)CC2)cc1	93	0	6	107	105	10	100	77
COc1ccc(-c2cnn(C3CCS(=O)(=O)C3)c2N)cc1 (stereo unspecified)	99	2	-2	105	97	3	97	98
CN(Cc1cc(=O)n2ccsc2n1)c1ccccc1	102	5	1	105	100	-2	99	97
CC(Oc1ccccc1F)C(=O)NN (stereo unspecified)	84	3	4	92	97	1	88	87
CSc1ccc(CNC(=O)C2Cc3cc(S(=O)(=O)N4CCCCC4)ccc3N2C(C)=O)cc1 (stereo unspecified)	112	2	1	103	104	0	112	99
O=C(NCCN1CCOCC1)/C(=C\c1ccc(F)cc1)NC(=O)c1ccccc1	92	1	12	100	101	6	102	114
Cc1ccc(NC(=O)CN(C)Cc2ccc(F)cc2)c([N+](=O)[O-])c1	86	-3	-4	98	109	9	105	104
FC(F)(F)c1cc(-c2ccccc2)nc2ncnn12	108	-2	2	102	98	1	100	103
NC(=O)c1cc([N+](=O)[O-])ccc1NCCN1C(=O)c2ccccc2C1=O	97	1	-2	102	95	-9	103	88
COc1ccc(CN2CCN(S(=O)(=O)c3ccccc3)CC2)cc1Br	109	8	-2	107	105	3	105	106
COc1ccc(C(=O)Nc2c(F)c(F)c(F)c(F)c2F)c(OC)c1	106	3	-1	102	105	-11	96	94
Cc1ccc2oc(-c3ccco3)nc2c1	96	-2	-6	103	100	-2	100	106
Nc1nc(SCc2ccc(Cl)cc2Cl)nc2nc3c(cc12)CCCC3	100	6	9	110	96	3	98	97
CCOC(=O)C1=C(C)NC(C)=C(C(=O)OCC)C1C(=O)OCC(=O)NC	99	1	5	96	95	6	100	100
Cc1cc(C)n(CC(=O)N/N=C/c2ccc([N+](=O)[O-])s2)n1	107	2	-1	102	97	3	92	112
CC(/C=C1\SC(=O)N(CC(=O)Nc2ccc(O)cc2)C1=O)=C\c1ccccc1	101	-1	-5	106	102	18	102	97
COc1ccc(NC(=O)COc2coc(CN3CCc4ccccc4C3)cc2=O)cc1	103	-1	14	97	94	-4	105	101
Cc1cccc(C)c1OCC(O)CN1CCC(CN2C(=O)c3cccc4cccc(c34)C2=O)CC1 (stereo unspecified)	88	-1	-3	102	97	-1	102	85
COc1ccc(CNC(=O)c2c(F)c(F)c(F)c(F)c2F)cc1	94	-1	2	107	104	8	99	107
CC(Sc1nnnn1-c1cccc(F)c1)C(=O)NC1CCCC1 (stereo unspecified)	101	8	2	98	100	5	96	102
CCc1nnc(NC(=O)C2CCCN2C(=O)Nc2ccccc2)s1 (stereo unspecified)	91	0	8	91	96	1	98	95
CCCCN1CC(=O)N2Cc3[nH]c4ccccc4c3C[C@H]2C1=O	99	23	9	109	93	6	65	95
COc1cccc(/C=C2/Sc3ccc(C(=O)NCCCN4CCCC4)cc3NC2=O)c1	94	0	5	94	93	3	95	96
Next section
SMILES	LAP4 TOR yeast	AHR activator	proCasp3 act	MEP2-GFP yeast	RPL19A-GFP yeast	proCasp7 act	AGP1 TOR yeast	CIT2-GFP yeast
COc1ccccc1C(=O)NC(=S)Nc1ccc(S(=O)(=O)N2CCN(C)CC2)cc1	123	0	0	108	89	-1	104	105
c1ccc(Cn2nnnc2CN2CCCC2)cc1	96	-5	17	102	96	-7	96	98
CCCNC1=C(N(C(C)=O)c2cccc(F)c2)C(=O)c2ccccc2C1=O	96	8	6	98	100	4	97	93
Clc1cccc(-c2ccc(C=Nc3ccc(N4CCOCC4)cc3)o2)c1	94	5	-17	94	95	-19	92	96
COc1nnc(-c2ccc(N3CCOCC3)c(NC(=O)c3ccccc3)c2)c2ccccc12	106	1	9	108	100	0	104	101
COc1ccc(C2Nc3cc(OC)ccc3-n3cccc32)cc1 (stereo unspecified)	104	60*	9	101	95	7	91	97
Cc1cccc(C(=O)OCc2cncs2)c1	127	-2	5	93	95	6	101	89
CC12CCC(=O)N1C(C(=O)Nc1cc(C(F)(F)F)ccc1N1CCCCC1)CS2 (stereo unspecified)	97	4	0	102	96	2	100	91
CCOC(=O)c1c(NC(=O)CSc2nnc(C)o2)sc(C)c1C	116	2	3	100	96	3	104	91
CCNC(=S)NNC(=O)c1cc(-c2ccc(OC)cc2)nc2ccccc12	97	7	4	103	106	-7	106	107
NC(=O)N/N=C1\c2ccccc2-c2c(C(N)=O)cccc21	97	13	1	102	106	6	108	105
Cc1cc(-n2c(=O)c(C#N)cc3c(=O)n4ccccc4nc32)no1	92	2	-14	94	94	-27	87	87
CNC(=O)C1=C(C)Nc2nc3ccccc3n2C1c1ccc(F)cc1 (stereo unspecified)	104	6	1	102	102	8	100	93
O=C(NCCO[N+](=O)[O-])c1cccnc1	114	0	-11	95	109	0	97	119

Entries of single compounds, looked up by structure. Screens in order: LAP4 TOR yeast, AHR activator, proCasp3 act, MEP2-GFP yeast, RPL19A-GFP yeast, proCasp7 act, AGP1 TOR yeast, CIT2-GFP yeast
`CCCNC1=C(N(C(C)=O)c2cccc(F)c2)C(=O)c2ccccc2C1=O` in the list: 96, 8, 6, 98, 100, 4, 97, 93
`Clc1cccc(-c2ccc(C=Nc3ccc(N4CCOCC4)cc3)o2)c1` in the list: 94, 5, -17, 94, 95, -19, 92, 96

Compounds from the list above that have bromine:
SMILES	LAP4 TOR yeast	AHR activator	proCasp3 act	MEP2-GFP yeast	RPL19A-GFP yeast	proCasp7 act	AGP1 TOR yeast	CIT2-GFP yeast
Nc1cc(Nc2ccc(Br)cc2)nc(N)n1	103	62*	-3	94	100	-3	105	103
COc1ccc(Br)cc1CN1CCSCC1	91	-2	1	111	98	-5	93	94
CC(C)NC(=O)c1cc2cc(Br)ccc2oc1=O	108	7	-3	107	98	1	102	96
CC(C)c1cc(C(N)=O)c(NC(=O)c2cccc(COc3ccc(Br)cc3)c2)s1	111	10	12	110	106	3	98	107
O=S(=O)(CCc1nc2ccccc2[nH]1)c1ccc(Br)cc1	104	-1	4	105	100	-6	99	107
COc1ccc(CN2CCN(S(=O)(=O)c3ccccc3)CC2)cc1Br	109	8	-2	107	105	3	105	106

3 of the entries above in order of their number in CIT2-GFP yeast, falling.
SMILES | LAP4 TOR yeast | AHR activator | proCasp3 act | MEP2-GFP yeast | RPL19A-GFP yeast | AGP1 TOR yeast | CIT2-GFP yeast
Cn1c(=O)n(CCOc2ccccc2Cl)c2ccccc21 | 103 | 59* | -4 | 103 | 98 | 101 | 100
CCn1nc(C)c(NC(=O)c2ccc(Cl)cc2)c1C | 90 | 0 | 4 | 97 | 100 | 101 | 94
CC(Oc1ccccc1F)C(=O)NN (stereo unspecified) | 84 | 3 | 4 | 92 | 97 | 88 | 87
